# MBD2 inh – inhibitors of MBD2 binding to methylated DNA, primary screen, biochemical, TR-FRET, DNA-binding domain, human; inhibition, % at 4.4 µM; MBD2 binding to methylated oligonucleotide; actives 0.31% (n = 370,000); in the data active = inhibition above about 13%
# proKLK7 act – proKLK7 zymogen activators, primary screen, biochemical, fluorescence intensity; Kallikrein-7 (Homo sapiens), P49862; AID 652039, 2013; actives 0.9% (n = 370,000); activation, % at 7 µM; purified proKLK7, EDANS-DABCYL substrate fluorescence; 100% is mature enzyme control, 0% vehicle;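 active = activation above the mean of all tested compounds plus 3 SD, computed per campaign excluding outliers beyond control limits, cut at about 13% in these data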
# UHRF1 binding – UHRF1 methylated DNA binding inhibitors, primary screen, counter-screen for MBD2 inhibitor project, biochemical, TR-FRET, human UHRF1, single concentration; UHRF1 binding to methylated oligo; inhibition, % at 4.4 µM; AID 687016, 2013; actives 0.75% (n = 370,000); in the data active = inhibition above about 21%;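 also: UHRF1 SRA domain binding a hemimethylated CpG hairpin DNA probe; 0% = median of test compound wells and 100% = reference inhibitor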
# SIAE primary – human SIAE inhibitors, primary screen, biochemical, fluorescence polarization, FP-Rh probe, 1536-well HTS | Sialate O-acetylesterase (Homo sapiens), Q9HAT2 | SIAE FP-Rh probe binding | inhibition, % at 9.66 µM | actives 0.69% (n = 370,000);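 active = inhibition above a cutoff: mean of compounds within the control limits plus 3 SD of those, cut at about 17% in these data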;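 also: 0% = plate median of compound wells and 100% = probe without SIAE protein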
# Target sequence (Q9HAT2 whole entry, looked up): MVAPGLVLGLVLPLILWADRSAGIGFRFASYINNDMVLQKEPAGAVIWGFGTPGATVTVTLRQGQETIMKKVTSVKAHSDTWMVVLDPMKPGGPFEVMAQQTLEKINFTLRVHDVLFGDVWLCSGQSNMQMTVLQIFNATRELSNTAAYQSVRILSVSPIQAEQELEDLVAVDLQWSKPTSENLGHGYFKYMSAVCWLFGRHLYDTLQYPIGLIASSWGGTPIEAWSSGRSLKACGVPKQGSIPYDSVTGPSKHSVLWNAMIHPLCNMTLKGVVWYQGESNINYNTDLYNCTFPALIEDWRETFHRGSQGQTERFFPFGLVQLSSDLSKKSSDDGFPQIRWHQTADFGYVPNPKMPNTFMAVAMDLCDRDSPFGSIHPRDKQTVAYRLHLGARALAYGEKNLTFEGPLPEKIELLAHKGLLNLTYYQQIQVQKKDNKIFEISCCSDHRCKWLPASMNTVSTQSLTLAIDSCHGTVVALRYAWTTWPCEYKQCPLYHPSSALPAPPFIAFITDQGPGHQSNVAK
# DDE Tn6 FP inh – inhibitors of Tn6 peptide binding to fibrin DD(E), primary screen, biochemical, fluorescence polarization, human fibrin, Tn6 probe | Fibrinogen beta chain (Homo sapiens), P02675 | Fibrin DD(E) TRITC-Tn6 fluorescence polarization displacement | inhibition, % at 8.3 µM | actives 0.21% (n = 370,000);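 active = inhibition above a per-campaign cutoff: mean of compounds within control limits plus 3 SD, cut at about 15% in these data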;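 also: 0% = median of all compound wells on the plate and 100% = blocking peptide control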
# Target sequence (P02675 whole entry, looked up): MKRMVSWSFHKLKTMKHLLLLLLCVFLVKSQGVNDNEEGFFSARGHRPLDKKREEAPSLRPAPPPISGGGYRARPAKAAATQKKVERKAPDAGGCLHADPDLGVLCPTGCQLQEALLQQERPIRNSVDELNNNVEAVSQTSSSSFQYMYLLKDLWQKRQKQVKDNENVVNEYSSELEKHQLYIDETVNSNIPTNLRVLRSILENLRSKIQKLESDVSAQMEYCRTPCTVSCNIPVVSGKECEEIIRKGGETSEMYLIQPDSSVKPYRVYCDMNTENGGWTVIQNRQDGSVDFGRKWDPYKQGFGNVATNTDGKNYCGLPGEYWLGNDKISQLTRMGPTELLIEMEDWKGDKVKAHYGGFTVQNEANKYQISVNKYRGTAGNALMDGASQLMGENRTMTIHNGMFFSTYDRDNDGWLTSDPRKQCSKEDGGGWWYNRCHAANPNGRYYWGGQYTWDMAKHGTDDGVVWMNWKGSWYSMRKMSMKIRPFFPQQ
# DDE Tn7 FP inh – inhibitors of Tn7 peptide binding to fibrin DD(E), primary screen, biochemical, fluorescence polarization, human fibrin, Tn7 probe. FP displacement of FITC-Tn7 peptide from fibrin DD(E); 0% = median of compound wells per plate. inhibition, % at 8.3 µM. AID 720508, 2013. actives 0.13% (n = 370,000);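 active = inhibition above the mean of compounds falling within the control limits plus 3 SD of them, cut at about 14% in these data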;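 also: 0% = plate median of compound wells and 100% = 10 µM Aha-Tn7 peptide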
#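 Also added: labelled Tn7 tracer, 0.1 µM; Assay system: human fibrin DD(E) protein; Amount: 2 µM fibrin DD(E); Schedule: 10 min compound pre-incubation, 3 h probe incubation at room temperature; Repeats: one replicate per compound; Read-out basis: percent inhibition; Measured by: fluorescence polarization of the labelled Tn7 tracer.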
# TCR CD3 inh – inhibitors of human TCR-CD3 interaction, primary screen, biochemical, fluorescence, TAMRA-labeled TCR probe | T-cell receptor (TCR) | inhibition, % at 9.4 µM | actives 0.37% (n = 360,000) | AID 651800, 2012; in the data active = inhibition above about 19%;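 also: recombinant mutant TCR 2C K166C tagged with TAMRA read by polarization; 0% = receptor in buffer alone and 100% = receptor with positive control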
# LEDGF integ inh – blockers of LEDGF/p75-dependent integrase strand transfer – biochemical, TR-FRET, high throughput, primary screen; TR-FRET IN-LEDGF/p75 DNA integration, Eu/Cy5; HIV-1 integrase (with human LEDGF/p75); actives 0.64% (n = 370,000); inhibition, % at 3.7 µM;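 active = inhibition above the screen-wide mean plus 3 SD, cut at about 13% in these data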;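 also: signal is the Cy5 over europium emission ratio at 671 and 618 nm; 0% = plate median of compound wells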
# PRMT1 FP inh – PRMT1 methyltransferase inhibitors, primary screen, biochemical, fluorescence polarization | Protein arginine N-methyltransferase 1 (Homo sapiens), Q99873 | recombinant PRMT1, activity-based probe fluorescence polarization | inhibition, % at 2.79 µM | actives 1.3% (n = 370,000);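 active = inhibition above about 21% made by adding two undisclosed values, limit read from the data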
# TDP2 inh – human TDP2 enzyme inhibitors, primary screen, biochemical, epi absorbance, recombinant enzyme; actives 0.34% (n = 370,000); T5PNP hydrolysis, p-nitrophenol absorbance 415 nm; inhibition, % at 12.8 µM; AID 720702, 2013;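 active = inhibition above the mean of all tested compounds plus 3 SD, set per campaign, cut at about 25% in these data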;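 also: 0% = DMSO with enzyme and 100% = buffer with substrate but no TDP2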
#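 test system = human TDP2 enzyme | input = TDP2 enzyme at 120 nM final | medium = 50 mM Tris-HCl pH 7.5 with Mg2+, KCl, DTT, BSA | also added = T5PNP substrate, 5 mM | times = 2 h at 37 °C | technique = epi absorbance | benchmarks = high control without enzyme, low control DMSO plus TDP2 | replication = each compound tested once, singlicate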
# * = called active by the depositor; / = no result given.
item | Compound | MBD2 inh | proKLK7 act | UHRF1 binding | SIAE primary | DDE Tn6 FP inh | DDE Tn7 FP inh | TCR CD3 inh | LEDGF integ inh | PRMT1 FP inh | TDP2 inh
1 | CCOC(=O)CC[C@@H]1CC[C@]2(CCCN(C(=O)c3ccno3)C2)O1 | -4 | 0.0 | 0 | 3 | 2 | 1 | / | 3 | 4 | 1
2 | OC(CN1CCN(Cc2ccccc2)CC1)c1ccc(F)cc1 (configuration not stated) | -4 | -0.4 | 0 | -3 | -3 | -5 | 0 | -2 | 2 | -5
3 | COc1ccc(C(=O)Nc2cccc(-c3nc4ncccc4o3)c2C)cc1OC | 2 | 0.2 | -1 | -9 | 3 | -4 | 6 | 3 | -3 | 6
4 | C/C(=N\NC(=O)c1ccc(Cl)cc1)c1ccccn1 | -1 | -0.5 | -3 | -3 | 3 | -6 | -6 | 0 | 2 | -9
5 | COc1cc(/C=C2/NC(=O)N(c3cccc(Cl)c3)C2=O)ccc1O | -1 | -0.8 | -5 | -14 | -4 | 0 | -4 | 0 | 0 | -10
6 | CC1(C(=O)NS(=O)(=O)Cc2ccccc2C(F)(F)F)CCN1C(=O)Cc1ccccc1 (configuration not stated) | 5 | 0.0 | 3 | 1 | -2 | -1 | 2 | 0 | 1 | 4
7 | Cn1c(=O)cc(OCC(=O)Nc2ccccn2)c2ccccc21 | -4 | -0.2 | 6 | -3 | -17 | -4 | -3 | 0 | 3 | -7
8 | Cc1ccc(C(=O)/C=C/c2cn(CN3CCN(C)CC3)c3ccccc23)cc1 | 3 | -0.4 | -1 | 2 | -11 | 0 | 1 | -2 | 3 | -5
9 | CC1(C)COC(/C=C/c2cccc([N+](=O)[O-])c2)=N1 | 4 | -0.2 | 1 | -2 | 5 | -5 | 0 | 0 | 1 | -10
10 | N#Cc1c(-c2cccnc2)cc(-c2ccccc2)nc1N | 1 | 13* | 10 | 1 | 9 | 3 | -2 | 2 | -1 | 18
11 | O=C(NCC1CCCO1)C(c1ccco1)N(Cc1ccc(F)cc1)C(=O)CN1C(=O)c2ccccc2S1(=O)=O (configuration not stated) | -3 | -0.2 | -3 | -1 | -3 | -6 | 1 | 0 | -3 | 4
12 | C/C(=N/NC(=O)c1cccs1)c1ccco1 | -7 | 0.4 | -2 | -3 | 0 | 3 | 7 | -7 | 1 | -6
13 | O=C1C2C3C=CC(C4CC34)C2C(=O)N1CCc1ccccc1 (configuration not stated) | 3 | 0.8 | 1 | -5 | -1 | 1 | 5 | -2 | 0 | 8
14 | CNS(=O)(=O)c1cccc(C(=O)OC2CCOC2=O)c1 (configuration not stated) | -5 | 0.1 | 1 | 2 | 9 | 5 | 1 | 1 | -2 | 16
15 | C#CCN(C[C@@H]1[C@@H](OC(=O)NC2CCCC2)[C@@H](OC(=O)NC2CCCC2)Cn2c(=O)ccc(=O)n21)S(=O)(=O)c1ccc(C)cc1 | -4 | 0.4 | -2 | 2 | -2 | 0 | 6 | -2 | 5 | 4
16 | CC(=O)NC1(C2CCCCC2=O)CCCCC1 (configuration not stated) | 0 | 0.7 | 2 | -5 | -3 | 0 | -2 | -3 | 0 | -5
17 | Cc1ccc(C)c(C(=O)COc2ccccc2[N+](=O)[O-])c1 | 2 | 0.0 | -3 | 11 | -5 | -3 | 4 | -3 | 1 | 4
18 | O=C(NCc1cccnc1)c1ccc(-c2cc(Cl)ccc2Cl)o1 | -1 | -0.1 | 0 | 0 | -1 | 1 | 0 | 1 | 5 | -12
19 | CC(C)CC(=O)N1CCN(C(=O)c2ccc(F)cc2)CC1 | 3 | -0.2 | 1 | 0 | 8 | 3 | -5 | -4 | 2 | 0
20 | O=C(O)c1ccc(NS(=O)(=O)c2cccc(C(=O)Nc3ccc([N+](=O)[O-])cc3)c2)cc1 | 2 | -0.2 | 6 | 0 | 0 | -4 | -6 | 3 | 0 | -11
21 | CN(C)C1N(C(=O)c2ccccc2)N=C2c3ccccc3S(=O)(=O)N21 (configuration not stated) | -1 | -0.1 | 4 | -1 | -1 | -9 | 0 | 3 | 0 | 0
22 | COC1=C[C@H](C(=O)NCc2ccccn2)[C@H](C)[C@@H](c2ccccc2)CC1=O | 3 | 0.5 | 1 | -7 | 7 | 6 | / | 0 | -1 | 11
23 | Cc1occc1C(=O)N1CCN(C(=O)C2CCCO2)CC1 (configuration not stated) | 4 | 0.0 | 1 | 0 | -8 | 2 | 11 | 9 | 2 | -10
24 | CCOC(=O)CCC(=O)N1CCOCCN(C(=O)CCC(=O)OCC)CCOCC1 | -2 | 0.6 | -3 | 19* | 3 | 3 | 8 | -1 | 0 | -2
25 | CC(=O)c1ccc(NC(=O)c2cn(-c3ccccc3)nc2-c2ccncc2)cc1 | 2 | 0.4 | 1 | 7 | -4 | 2 | 0 | 0 | -2 | 1

# Single entries from the results shown.
# `CC(=O)NC1(C2CCCCC2=O)CCCCC1` (configuration not stated) in SIAE primary: -5
# `CCOC(=O)CC[C@@H]1CC[C@]2(CCCN(C(=O)c3ccno3)C2)O1` in TDP2 inh: 1
# `CC1(C(=O)NS(=O)(=O)Cc2ccccc2C(F)(F)F)CCN1C(=O)Cc1ccccc1` (configuration not stated) in PRMT1 FP inh: 1
# `C/C(=N\NC(=O)c1ccc(Cl)cc1)c1ccccn1` in UHRF1 binding: -3
# `O=C(O)c1ccc(NS(=O)(=O)c2cccc(C(=O)Nc3ccc([N+](=O)[O-])cc3)c2)cc1` in DDE Tn7 FP inh: -4
# `CNS(=O)(=O)c1cccc(C(=O)OC2CCOC2=O)c1` (configuration not stated) in LEDGF integ inh: 1

# Next section.
item | Compound | MBD2 inh | proKLK7 act | UHRF1 binding | SIAE primary | DDE Tn6 FP inh | DDE Tn7 FP inh | TCR CD3 inh | LEDGF integ inh | PRMT1 FP inh | TDP2 inh
26 | COc1ccc(NC(=O)CSc2nc3sc4c(c3c(=O)n2-c2ccc(OC)cc2)CCN(C)C4)cc1 | 5 | -3.0 | 3 | -11 | -3 | 2 | -5 | 1 | 8 | 15
27 | COc1ccc(CCNC(=O)COc2cc(=O)n(C)c3ccccc23)cc1OC | 0 | -0.1 | 3 | -2 | 3 | 8 | -5 | -4 | 1 | 4
28 | COC(=O)c1ccc(CSc2ncnc3c2nnn3-c2ccc(OC)cc2)o1 | 1 | 0.0 | -2 | -2 | 5 | 3 | 3 | 2 | 0 | 11
29 | CC(C)=CC(=O)Nc1nnc(-c2ccccc2)s1 | 2 | 0.3 | -2 | 2 | -2 | -11 | 0 | 1 | -3 | -11
30 | CC(C)c1ccc(OCC(O)CN2CCCC2)cc1 (configuration not stated) | 5 | -0.3 | 1 | -5 | 1 | 0 | -4 | -6 | 3 | -8
31 | COc1ccc(C(=O)N2CCN(S(=O)(=O)c3ccccc3)CC2)c(OC)c1 | -2 | 0.2 | 2 | 2 | -4 | 5 | -3 | 7 | 2 | -6
32 | Cc1ccccc1CNC(=O)C1CCC(CNS(=O)(=O)c2cccc3cccnc23)CC1 (configuration not stated) | -3 | -0.5 | -1 | 0 | -1 | -13 | / | 1 | 1 | 9
33 | COc1cccc(-n2nnnc2SCC(=O)Nc2ccc(C(C)=O)cc2)c1 | 0 | -0.5 | -11 | -5 | 5 | -3 | 7 | -4 | -3 | -2
34 | CCOC(=O)N1CCN(S(=O)(=O)c2ccc3c(c2)OCC(=O)N3)CC1 | -2 | 0.2 | 4 | 0 | 6 | -7 | 2 | -1 | 2 | -8
35 | CCOC(=O)c1ccc(NC(=O)c2c(C)[nH]c(C(=O)OCC)c2C)cc1 | -7 | 1.0 | -3 | 4 | 2 | 8 | 2 | 2 | -2 | 7
36 | CC(=O)N/C(=C\c1ccccc1)C(=O)OC(C)C(=O)Nc1ccccc1F (configuration not stated) | -5 | -0.1 | 1 | 5 | -1 | 3 | 0 | 5 | -2 | 6
37 | CCN1C(=C(C#N)C#N)C=Cc2cc(C)ccc21 | -1 | 0.8 | -1 | -7 | 2 | 6 | -3 | 2 | 2 | 0
38 | CNc1ncnc(Sc2nc(N)nc3nc[nH]c23)c1[N+](=O)[O-] | -1 | 1.1 | -1 | 8 | 0 | 2 | -7 | 6 | 4 | -2
39 | Cc1cc(Cl)ccc1OCCCC(=O)Nc1cccnc1 | 2 | 0.4 | 7 | 2 | 0 | -4 | 2 | -1 | 2 | -5
40 | CC(C)n1nccc1N(Cc1ccc(Cl)cc1)S(=O)(=O)c1ccccc1 | -4 | 0.6 | 4 | 3 | 0 | -2 | -5 | 0 | -2 | -13
41 | O=C(c1cc(S(=O)(=O)N2CCOCC2)ccc1Cl)N1CCCCC1CO (configuration not stated) | -1 | -0.4 | -3 | 2 | 9 | 1 | 5 | -4 | -1 | -2
42 | CCOc1ccc(C(=O)N/N=C/c2cc([N+](=O)[O-])cs2)cc1 | -1 | -0.2 | -3 | -3 | 0 | -5 | 0 | 2 | -5 | -4
43 | CCN(CC)S(=O)(=O)c1ccc2oc(SCC(=O)Nc3cc(C)on3)nc2c1 | -3 | -0.3 | -1 | 13 | -13 | -4 | 0 | -2 | 3 | 41*
44 | Cc1ccc(-c2nc3ccc([N+](=O)[O-])cc3[nH]2)cc1 | 4 | 0.0 | -2 | -17 | -13 | -2 | 1 | 1 | -3 | 3
45 | CC(C)CN(CCNC(=O)c1cn(C)c2ccc(S(=O)(=O)N3CCCC3)cc2c1=O)CC(C)C | -2 | -0.4 | 1 | 4 | 13 | 6 | 5 | -3 | -2 | -8
46 | CCCN(CCC)C(=O)Cc1ccc(F)cc1 | -3 | -0.6 | -1 | -3 | 3 | 2 | 3 | 2 | -2 | -15
47 | COc1ccccc1OCc1nc2ccccc2[nH]1 | -2 | 0.1 | 3 | 1 | -6 | 2 | -3 | 1 | 2 | -10
48 | COc1ccc(-c2nc(-c3cccs3)c(-c3cccs3)[nH]2)cc1OC | 4 | -13 | 3 | 12 | -9 | 1 | -3 | 0 | 0 | 11
49 | CCOc1ccc(CCNC(=O)C2CCN(S(=O)(=O)N3CCCCC3)CC2)cc1OCC | 2 | 0.1 | 1 | 1 | 1 | 0 | -3 | -4 | 5 | 3

# In the list so far, two have a cyano group.
item | Compound | MBD2 inh | proKLK7 act | UHRF1 binding | SIAE primary | DDE Tn6 FP inh | DDE Tn7 FP inh | TCR CD3 inh | LEDGF integ inh | PRMT1 FP inh | TDP2 inh
10 | N#Cc1c(-c2cccnc2)cc(-c2ccccc2)nc1N | 1 | 13* | 10 | 1 | 9 | 3 | -2 | 2 | -1 | 18
37 | CCN1C(=C(C#N)C#N)C=Cc2cc(C)ccc21 | -1 | 0.8 | -1 | -7 | 2 | 6 | -3 | 2 | 2 | 0

# Source: PubChem (The Scripps Research Institute Molecular Screening Center)
